Bioassay records from PubChem.
Epigenetic derep: Quantitative High-Throughput Screen for Regulators of Epigenetic Control | murine LDR cells, GFP reporter derepression, 30 h | Potency, µM (titrated, usually from 53.9 µM), without a hit: top-dose GFP activation, usual class: activators | actives 0.2% (n = 280,000); active = well fitted activation curve with a large enough effect; inconclusive = small, poorly fitted or top-dose-only effect; note: % of control where 0% means no effect; nearly all actives have a fitted effect of over 60% in size
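Murine LDR cells carrying a silenced, genomically integrated CMV-driven GFP reporter were exposed to compound for 30 hours at 37 C. After PBS washes, GFP-positive cells (20–120 um objects) were counted by laser-scanning microplate cytometry.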
LMNA splice mod: qHTS Assay for Modulators of Lamin A Splicing; HeLa LMNA splicing GFP/RFP minigene ratio, 48 h; Potency, µM (top dose mostly 46.1 µM), for inactives: at the highest dose ratio change, negative = inhibition, actives largely listed as inhibitors; actives 0.01% (n = 200,000); AID 1487, 2009; active = well fitted inhibition curve with a large enough effect in the signal ratio, with a control signal flat, not every such curve was filed as active; inconclusive = small, poorly fitted or top-dose-only effect, or effect the other way, or a change in a side signal; the % refers to the signal ratio; note: % is set by controls: 0 for no effect and ±100 for the full control effect
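S3 HeLa stable clones carrying a lamin A-EGFP splicing minigene plus DsRed2 were seeded at 600 cells/well in Opti-MEM with 2% FBS, pin-dosed and incubated 48 h at 37°C. Acumen cytometry (488 nm) gave the GFP/RFP total-intensity ratio.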
Numbers without * were called inactive; ? = inconclusive; [ ] = another dose, or the depositor's remark. Potency is the fitted concentration of half-maximal effect. The list is partial; the hit share may differ from the screen's.

Structure	Epigenetic derep	LMNA splice mod
COc1ccc(NC(=O)C(=O)NCC(c2cccnc2)N2CCc3ccccc3C2)cc1 (stereo unspecified)	0.0%	14µM*
Cc1ccc(-c2cc(C(=O)Oc3ccc(C#N)cc3)no2)cc1C	4.3%	17%[46 µM]
Cc1c(-c2ccccc2)c(=O)oc2c(CN3CCOCC3)c(O)ccc12	0.1%	1%[46 µM]
CC(CNC(=O)CCCn1c(=O)c2cccn2c2ccc(F)cc21)c1ccccc1 (stereo unspecified)	5.6%	?
CCOC(=O)c1cccc(NC(=O)NC(C)c2c(-n3cccc3)sc3c2CCN(C)C3)c1 (stereo unspecified)	-1.2%	-9%[46 µM]
COc1ccc(CNC(=O)c2cnc3sc(N4CCOCC4)nn3c2=O)cc1	2.8%	10%[46 µM]
Cc1ccc(CCNC(=O)c2ccc3c(c2)nc2n3CCC(C)C2)cc1 (stereo unspecified)	-4.0%	-3%[46 µM]
COc1ccc(C)cc1NC(=O)NCc1ccc2c(c1)CCN2C(=O)c1ccccc1	-4.4%	?
Cc1ccc(CN(Cc2ccco2)c2cnc(S(C)(=O)=O)nc2C(=O)Nc2ccc(Br)cc2)o1	1.6%	?
O=C(Nc1ccc2nc(SCC(=O)N3CCCc4ccccc43)sc2c1)c1cccc(Cl)c1	-3.2%	-5%[46 µM]
COc1ccc(-c2nc3sc(CCNC(=O)C(C)(C)C)c(C)n3n2)cc1	0.0%	-13%[46 µM]
O=C(CN1C(=O)c2ccccc2Sc2ccc(C(=O)N3CCOCC3)cc21)Nc1ccc(Cl)cc1F	-0.2%	7%[46 µM]
O=C(NCCc1ccccc1)C1COc2ccccc2C1 (stereo unspecified)	0.0%	6%[46 µM]
CCCCCNC(=O)c1c[nH]c2ccc(S(=O)(=O)N3CCC(C)CC3)cc2c1=O	0.8%	12%[46 µM]
Cc1ccccc1C(=O)OCc1cc(=O)n2nc(-c3cccs3)sc2n1	0.0%	?
COc1ccc(Cn2ccnc2SCC(=O)Nc2ccc(C)cc2C)cc1	0.0%	3%[46 µM]
Cc1cccc(CNC(=O)c2ccc3c(c2)N(C)C(=O)C2CCCCN32)c1 (stereo unspecified)	0.0%	-17%[46 µM]
CCOC(=O)Cc1ccc(NC(=O)N2CCC(CN3CCCCCC3)CC2)cc1	-1.2%	-12%[46 µM]
Cc1cc(C(=O)Nc2cccc(C)c2C)c2c(C)nn(-c3cccc(F)c3)c2n1	1.3%	2%[46 µM]
Cc1cccc(CSc2nc3cccnc3n2Cc2ccc(C(=O)NCc3cccs3)cc2)c1	-0.4%	-10%[46 µM]
COCCNC(=O)Nc1cc(C(=O)NCc2ccc(C(C)C)cc2)ccc1N1CCCC1	0.3%	1%[46 µM]
Cc1ccc(CNC(=O)CN2N=C(c3ccccc3)CCC2=O)cc1	1.6%	-3%[46 µM]
O=C(c1nc(-c2ccc(Cl)cc2)n2c1CCCCC2)N1CCN(c2ccc(F)cc2)CC1	-1.2%	-23%[46 µM]
Cc1nc2ccn(Cc3cccnc3)c(=O)c2cc1C(=O)NCc1ccccc1	0.0%	?
Cc1ccc(N(C)C(=O)CCS(=O)(=O)c2cc3c(cc2Cl)NC(=O)CO3)cc1	5.6%	?
Cc1cc(=O)n(Cc2ccc(Br)cc2F)c2c1c(C)nn2-c1ccccc1	0.0%	11%[46 µM]
CCC1CCCCN1S(=O)(=O)c1ccc(N2CCCCS2(=O)=O)cc1 (stereo unspecified)	-4.3%	12%[46 µM]
COC(=O)c1ccc2c(=O)n(CCCCCC(=O)N3CCN(c4cccc(C)c4C)CC3)c(=O)[nH]c2c1	0.0%	?
Cc1ccc(CNS(=O)(=O)c2cc3[nH]c(=O)c(=O)[nH]c3cc2C)cc1	-0.2%	?
Cc1cccc(CNC(=O)c2oc3c(c2C)-c2nn(Cc4cccc(Cl)c4)cc2CC3)c1	2.5%	17%[46 µM]

Arranged by the number under Epigenetic derep (descending): some entries from above
SMILES	Epigenetic derep
Cc1ccc(N(C)C(=O)CCS(=O)(=O)c2cc3c(cc2Cl)NC(=O)CO3)cc1	5.6%
Cc1ccc(-c2cc(C(=O)Oc3ccc(C#N)cc3)no2)cc1C	4.3%
Cc1c(-c2ccccc2)c(=O)oc2c(CN3CCOCC3)c(O)ccc12	0.1%
COc1ccc(NC(=O)C(=O)NCC(c2cccnc2)N2CCc3ccccc3C2)cc1 (stereo unspecified)	0.0%
CCOC(=O)c1cccc(NC(=O)NC(C)c2c(-n3cccc3)sc3c2CCN(C)C3)c1 (stereo unspecified)	-1.2%

The listing continues.
Structure	Epigenetic derep	LMNA splice mod
Cc1cccc(OCC(=O)Nc2ccc(OCc3cc(=O)n4cc(C)ccc4n3)cc2)c1	-1.2%	7%[46 µM]
CCOC(=O)c1ccc(NC(=O)C2CCCN(c3ncnc4onc(C)c34)C2)cc1 (stereo unspecified)	-1.3%	17%[46 µM]
CCn1nc(C)c2c(-c3ccccc3)cc(=O)n(C(C)C(=O)Nc3cccc(F)c3)c21 (stereo unspecified)	1.5%	28%[46 µM]
O=C(CSCc1nc2cccnc2n1C1CCCCC1)NCc1cccc(Cl)c1	2.2%	13%[46 µM]
CN1C(=O)c2ccccc2Sc2ccc(NC(=O)Cc3ccc(Cl)cc3)cc21	0.0%	?
Cc1ccc(CNC(=O)c2ccc3c(c2)nc2n3CCOC2)cc1	0.4%	-5%[46 µM]
COc1ccc(OC)c(NC(=O)c2cc3c(=O)n4cccc(C)c4nc3n2C)c1	0.8%	-3%[46 µM]
COc1ccc(NC(=O)c2oc3ccc(S(=O)(=O)N(C)C4CCCCC4)cc3c2C)cc1	0.0%	3%[46 µM]
Cc1nn(S(=O)(=O)c2ccc(C(C)(C)C)cc2)c(C)c1S(=O)(=O)N1CCC(C)CC1	-1.7%	21%[46 µM]
CCC1CCCCN1C(=O)Cn1c(=O)n(CC2CCC(C(=O)NC)CC2)c(=O)c2sccc21 (stereo unspecified)	1.1%	20%[46 µM]
Cc1ccc(N(C)S(=O)(=O)c2ccc(-c3cnc(C4CC4)o3)cc2)cc1	4.4%	?
Cc1ccc(/C=C/c2onc(C)c2S(=O)(=O)N2CCC(C(=O)N3CCN(c4ccccc4F)CC3)CC2)cc1	0.6%	?
Cc1cccc(C(=O)Nc2cccc(C(=O)OCc3cc(=O)n4c5c(sc4n3)CCCC5)c2)c1	0.3%	-12%[46 µM]
Cc1ccc(CNC(=O)CSc2ncc(S(=O)(=O)c3ccc(C)c(Cl)c3)c(=O)[nH]2)cc1	-1.7%	5%[46 µM]
Cc1cccc(C(=O)Nc2ccccc2SCc2cc(=O)c3cccc(C)c3[nH]2)c1	-3.1%	?
Cc1ccc2c(=O)c(C(=O)c3ccccc3)cn(CC(=O)Nc3ccccc3)c2n1	?	?
CCOC(=O)c1ccccc1NC(=O)CSc1ncc(CO)n1Cc1ccc(C)cc1	-0.9%	7%[46 µM]
COc1ccc(Cl)cc1NC(=O)CSc1nc(=O)n(Cc2ccco2)c2c1CCC2	2.4%	-7%[46 µM]
O=C(Cc1ccc(Cl)cc1)NC1CC(=O)N(c2ccc3c(c2)OCCO3)C1 (stereo unspecified)	4.1%	-5%[46 µM]
COc1ccc(CCC(=O)NCCc2csc(-c3ccc(F)cc3)n2)cc1	0.0%	?
CN(C)CCn1c2c(c(SCC(=O)Nc3ccc(F)cc3F)nc1=O)CCC2	2.6%	4%[46 µM]
CCOC(=O)c1c(NC(=O)COc2ccccc2)sc(C(C)=O)c1C	1.1%	?
COc1ccc(CNS(=O)(=O)c2cc3c(cc2C)n(C)c(=O)c(=O)n3C)cc1	0.0%	12%[46 µM]
O=C(Cn1ccn(-c2cccc(Cl)c2)c(=O)c1=O)NCCc1ccccc1	0.0%	6%[46 µM]
COC(=O)c1ccc(NC(=O)c2cc3cc(C)ccc3n2C)cc1	-2.4%	-12%[46 µM]
CCCN1C(=O)C(O)(CC(=O)c2ccc(CC)cc2)c2cc(Br)ccc21 (stereo unspecified)	13%	-6%[46 µM]
COc1cc(NC(=O)CCc2c(C)n(C)c3cc(-c4ccccc4C)nn3c2=O)cc(OC)c1OC	0.0%	?
COc1ccc(CNC(=O)c2ccc(N3CCCC3)c(NC(=O)NCc3ccc(C)cc3)c2)cc1	-5.7%	-7%[46 µM]
COCCCNC(=O)CSC1=Nc2ccccc2C2=NC(CCC(=O)NCc3ccc(OC)cc3)C(=O)N12 (stereo unspecified)	0.0%	6%[46 µM]
O=c1c(N2CCCCC2)csc2ccc(F)cc12	-1.7%	-1%[46 µM]

Reformatted as labelled records: part of the list above.
> O=C(Cn1ccn(-c2cccc(Cl)c2)c(=O)c1=O)NCCc1ccccc1
- Epigenetic derep: 0.0%
- LMNA splice mod: 6%[46 µM]
> COC(=O)c1ccc(NC(=O)c2cc3cc(C)ccc3n2C)cc1
- Epigenetic derep: -2.4%
- LMNA splice mod: -12%[46 µM]
> CCCN1C(=O)C(O)(CC(=O)c2ccc(CC)cc2)c2cc(Br)ccc21 (stereo unspecified)
- Epigenetic derep: 13%
- LMNA splice mod: -6%[46 µM]
> COc1cc(NC(=O)CCc2c(C)n(C)c3cc(-c4ccccc4C)nn3c2=O)cc(OC)c1OC
- Epigenetic derep: 0.0%
- LMNA splice mod: ?

Next structures.
Structure	Epigenetic derep	LMNA splice mod
CCOc1ccc(CCNC(=O)C2Cc3ccccc3N2C(=O)CC)cc1OCC (stereo unspecified)	-1.4%	7%[46 µM]
COc1cccc(C(=O)N(Cc2ccco2)c2ccccn2)c1	1.6%	3%[46 µM]
O=C(CN1CCSc2ccccc21)NCc1ccccc1F	0.8%	3%[46 µM]
COc1cccc(CNC(=O)c2sc3nc4n(c(=O)c3c2C)CCC4)c1	-1.1%	22%[46 µM]
COc1cccc(-n2c(SCC(=O)Nc3cccc(C)c3)nc3c([nH]c4ccccc43)c2=O)c1	0.0%	2%[46 µM]
Cc1nc(N2CCOCC2)c2c(C(=O)N(C)Cc3ccccc3)c(C)oc2n1	-1.3%	8%[46 µM]
CSc1ncc(C(=O)NCc2ccc(C)cc2)c(-c2ccccc2)n1	1.2%	-4%[46 µM]
O=C1CCSC2(C(=O)N(Cc3ccc(F)cc3)c3ccccc32)N1c1ccc(Cl)cc1 (stereo unspecified)	0.0%	40%[46 µM]
NC(=O)CSc1nnnn1-c1cccc(O)c1	0.3%	-10%[46 µM]
CCc1ccccc1NS(=O)(=O)c1ccc2[nH]cc(C(=O)N(CC)Cc3ccccc3)c(=O)c2c1	0.0%	?
Cc1ccc(C)c(NC(=O)N2CCN(C(=O)c3nsc4ccccc34)CC2)c1	0.6%	-6%[46 µM]
O=C(Nc1ccc(N2CCC(N3CCCCC3)CC2)c(C(=O)O)c1)c1ccccc1	0.0%	?
Cc1cc(O)c(C(c2ccc(F)cc2)N2CCCCC2)c(=O)n1Cc1ccco1 (stereo unspecified)	0.8%	?
Cc1ccccc1N(C)S(=O)(=O)c1nnc(NC(=O)c2ccco2)s1	0.0%	?
COc1ccc(C(=O)N2CCC(c3ccncc3)CC2)cc1OC	1.1%	?
Cc1ccccc1CCNC(=O)c1ccc2c(c1)nc1n2CCCCC1	0.6%	?
COc1ccc(CCN2CCC(CNC(=O)c3cnn(-c4ccccc4)c3C3CCN(C(=O)OC(C)(C)C)CC3)CC2)cc1	-1.3%	?
COc1ccccc1C(=O)OCc1cc(=O)n2nc(C3CCCCC3)sc2n1	0.0%	?
Cc1c(C(=O)NCc2ccc(F)cc2)sc2nc(-c3ccc(F)cc3)cn12	0.0%	-11%[46 µM]
O=C(NCc1cccnc1)C(=O)NCC(c1cccnc1)N1CCN(c2ccccc2F)CC1 (stereo unspecified)	0.0%	14%[46 µM]
CCc1ccccc1NC(=O)C1CCCN(c2ncnc3onc(C)c23)C1 (stereo unspecified)	-1.3%	7%[46 µM]
CCOC(=O)Cn1c(=O)n(C2CCCCC2)c2nc(-c3ccc(OC)cc3)nc(C(N)=O)c21	1.7%	13%[46 µM]
COc1ccc2ncc3c(-c4ccc(C)c(C)c4)nn(CC(=O)NC4CCCCC4)c3c2c1	2.3%	14%[46 µM]
CCN1CCN(Cc2c(O)ccc3c(C)c(-c4ccccc4)c(=O)oc23)CC1	7.0%	0%[46 µM]
COc1ccc(OC)c(CNC(=O)c2c(C)oc3ncn(C)c(=O)c23)c1	-0.4%	-1%[46 µM]
CCOC(=O)c1ccccc1NC(=O)CSc1ccc(-c2sc(C)nc2C)nn1	7.8%	-4%[46 µM]
COc1cc(NC(=O)CSc2nc3nc(C)c(Cc4ccccc4)c(C)n3n2)cc(OC)c1	0.3%	29%[46 µM]
O=C(CSc1nc2c([nH]c3ccccc32)c(=O)n1-c1ccccc1)N1CCc2ccccc21	0.0%	4%[46 µM]
